Assay outcomes (PubChem BioAssay)
NTR1 agonist = NTR1-driven beta-arrestin-GFP spot formation – imaging, U2OS cells, high content, primary screen (AID 493036). P30989. agonist mode. activation, % at 20 µM. 0.17% of 330,000 active;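 active = activation at or above 40% of the spot to cytoplasm intensity ratio, with at least 20 cells analyzed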;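 note: 0% = DMSO without peptide and 100% = 100 nM NTR1 peptide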
Target sequence (P30989 whole entry, looked up): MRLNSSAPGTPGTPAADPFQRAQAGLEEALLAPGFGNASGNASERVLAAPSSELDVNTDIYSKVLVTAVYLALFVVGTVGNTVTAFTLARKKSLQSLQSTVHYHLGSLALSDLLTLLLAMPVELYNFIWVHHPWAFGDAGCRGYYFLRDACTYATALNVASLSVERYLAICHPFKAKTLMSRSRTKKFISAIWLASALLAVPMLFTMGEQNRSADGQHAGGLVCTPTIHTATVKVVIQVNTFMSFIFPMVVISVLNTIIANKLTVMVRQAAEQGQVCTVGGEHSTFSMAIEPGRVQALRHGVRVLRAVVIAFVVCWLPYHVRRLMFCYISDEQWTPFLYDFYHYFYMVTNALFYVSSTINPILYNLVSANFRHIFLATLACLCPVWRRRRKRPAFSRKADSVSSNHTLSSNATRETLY
LYP phosphatase = PTPN22 lymphoid phosphatase activity blockers – biochemical, fluorescence intensity, uHTS (AID 1779). recombinant LYP phosphatase, fluorescence intensity; higher % means a stronger effect. inhibition, % at 11.5 µM, or IC50 in µM where a hit was titrated. 0.054% of 290,000 active; in the data active = inhibition above about 50%;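 note: plate controls were vehicle with enzyme for no effect and no enzyme for full effect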
GPR35 arrestin U2OS = inhibition of zaprinast-stimulated GPR35 beta-arrestin translocation – imaging, U2OS, beta-arrestin-GFP, zaprinast agonist, primary screen (AID 2058); U2OS GPR35 beta-arrestin-GFP translocation imaging, zaprinast antagonism; higher % means a stronger effect; inhibition, % at 10 µM, or IC50 in µM where a hit was titrated; 0.052% of 290,000 active;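 active = inhibition of at least 50% with at least 30 cells and total cytoplasm GFP at most 10,000,000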
SIAH1 antagonists = Siah-1 peptide-binding antagonists, primary screen, biochemical, fluorescence polarization, rhodamine-plectin, uHTS (AID 1817). Siah-1 / rhodamine-plectin peptide fluorescence polarization; higher % means a stronger effect. 0.02% of 290,000 active. displacement, % at 20 µM, or IC50 in µM where a hit was titrated;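 active = displacement of at least 50% at 20 µM, with a fluorescence ratio check between 0.3 and a set limit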;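 note: plate controls were Siah plus tracer with DMSO for no effect and tracer alone without Siah for full effect; strong numbers were not always called active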
Myeloid diff 2 = promotes myeloid progenitor differentiation; ER-HoxA9 myeloid progenitors, lysozyme-GFP differentiation, flow cytometry; calls only at 10 µM; 1% of 360,000 active; AID 624256;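 active = normalized GFP-positive differentiation at or above the plate's own cutoff, the solvent-only control mean plus 3 SD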;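 note: cells exposed to compound for four days before flow analysis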
HIV peptide binding = cell-free HIV fusion peptide-binding blockers – biochemical, uHTS, fluorescence dequenching, primary screen (AID 1986). 0.3% of 290,000 active. inhibition, % at 20 µM; hits with a dose series show IC50 in µM. cell-free peptide binding, fluorescence dequenching, 30 min; higher % means a stronger effect; in the data active = inhibition mostly above about 52%, no sharp cut-off; inactive = mostly below about 76%; note: some results filed as inactive read as strong as hits
Rac1 GTP hydrolysis = MgcRacGAP GTPase-activating activity inhibitors, confirmation, biochemical, ADP Hunter fluorescence | MgcRacGAP-stimulated Rac1 GTP hydrolysis, ADP Hunter fluorescence; higher % means a stronger effect; GST-tagged Rac1 F28L mutant substrate | one-dose inhibition, % at 30 µM; IC50 in µM for titrated hits | 0.6% of 340,000 active;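 active = first-screen hits whose inhibition reached a set limit at any dose in the follow-up dose series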;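 note: fluorescence reports GDP produced by GAP-driven GTP hydrolysis; strong numbers were not always called active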
GPR55 LPI antagonism = inhibition of LPI-stimulated GPR55 beta-arrestin translocation – imaging, U2OS, beta-arrestin-GFP, LPI agonist, primary screen (AID 2013); U2OS GPR55 beta-arrestin-GFP translocation imaging, LPI antagonism; higher % means a stronger effect; 0.13% of 290,000 active; one-dose inhibition, % at 10 µM; IC50 in µM for titrated hits;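 active = spots per cell inhibited over 60%, with over 100 cells counted and total cytoplasm intensity under 500,000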;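 note: U2OS cells stably carrying GPR55 and arrestin-GFP stimulated by 5 µM LPI near EC80; imaged beta-arrestin-GFP aggregate spots per cell after agonist stimulation; plate controls were LPI-stimulated DMSO wells for no effect and DMSO wells without LPI for full effect; some results filed as inactive read as strong as hits; confirmed hits need IC50 under 10 µM and bright autofluorescent wells are also inconclusive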
Salmonella PhoP GFP = PhoP-dependent GFP reporter repression – Salmonella Typhimurium, primary screen (AID 1863) | S. Typhimurium PhoP-regulated promoter GFP reporter, 4 h; higher % means a stronger effect | 0.16% of 300,000 active | one-dose inhibition, % at 50 µM; IC50 in µM for titrated hits;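 active = inhibition over 29.93%, a cutoff 3 SD above the screen mean, later confirmed by dose response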;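 note: 0% = low Mg2+ inducing control and 100% = high Mg2+ repressing control; strong numbers were not always called active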
NTR1 agonist cell count 20 µM = second read-out of NTR1 agonist, no call of its own (marks repeat the call); cell count; measured here: cell count, cytotoxicity flag
Myeloid diff 2 GFP+ MAC1+ % = further read-out of Myeloid diff 2, marked with its call; GFP+ MAC1+ double positive, %; measured here: differentiation confirmed by MAC1 staining
An asterisk follows results filed as active; i = inactive; nt = not tested or not shown.

Start of the data: the first 2 records, to show the layout:
SMILES	NTR1 agonist	NTR1 agonist cell count 20 µM	LYP phosphatase	GPR35 arrestin U2OS	SIAH1 antagonists	Myeloid diff 2	Myeloid diff 2 GFP+ MAC1+ %	HIV peptide binding	Rac1 GTP hydrolysis	GPR55 LPI antagonism	Salmonella PhoP GFP
COc1ccc(CCNC(=O)CSc2ncc(C(=O)Nc3ccccc3)c(=O)n2C)cc1	0.5	83	nt	nt	nt	i	0.5	nt	6%	nt	10%
CNC(=S)N(Cc1ccc2c(c1)OCO2)C1CC(=O)N(c2ccccc2)C1=O (configuration not stated)	4.8	92	-1%	-6%	-2%	i	0.4	7.7%	-2%	-1%	6%

The list itself, previewed entries included:
SMILES	NTR1 agonist	NTR1 agonist cell count 20 µM	LYP phosphatase	GPR35 arrestin U2OS	SIAH1 antagonists	Myeloid diff 2	Myeloid diff 2 GFP+ MAC1+ %	HIV peptide binding	Rac1 GTP hydrolysis	GPR55 LPI antagonism	Salmonella PhoP GFP
COc1ccc(CCNC(=O)CSc2ncc(C(=O)Nc3ccccc3)c(=O)n2C)cc1	0.5	83	nt	nt	nt	i	0.5	nt	6%	nt	10%
CNC(=S)N(Cc1ccc2c(c1)OCO2)C1CC(=O)N(c2ccccc2)C1=O (configuration not stated)	4.8	92	-1%	-6%	-2%	i	0.4	7.7%	-2%	-1%	6%
Cc1nnc(NC(=O)c2ccc(-c3ccc(Cl)cc3)o2)s1	1.6	48	nt	nt	nt	i	0.5	nt	9%	nt	-7%
O=C(NCc1ccccc1Cl)c1ccc2nnsc2c1	-0.2	53	2%	16%	3%	i	0.5	0.7%	10%	-4%	-7%
Cc1ccccc1N1CCN(CC(=O)Nc2nc(C)c(C(=O)N(C)C)s2)CC1	-0.1	61	-5%	24%	-5%	i	0.7	-1.8%	3%	-6%	2%
Cc1ccc(NC(=O)C2(S(=O)(=O)c3ccc(C)cc3)CC2)cc1	0.3	73	1%	-5%	4%	i	5.7	1.0%	2%	-7%	0%
COc1ccc(-c2sc(NC(=O)c3ccc(C)cc3)nc2-c2ccc([N+](=O)[O-])cc2)cc1	2.5	43	-4%	12%	3%	i	0.9	16%	14%	15%	4%
CCn1cc(S(=O)(=O)Nc2nc3ccc(OC)cc3s2)cn1	-0.5	58	-3%	-6%	1%	i	1.1	0.6%	4%	16%	-10%
CCCCc1c(C)nc2ccccc2c1SCCC(=O)O	1.6	42	-4%	-2%	15%	i	0.6	3.0%	2%	9%	-4%
C=CCn1cc(-c2cccc(Cl)c2)cc(C#N)c1=O	-0.2	42	-4%	0%	3%	i	1.1	0.7%	9%	-10%	2%
Cc1ccc(S(=O)(=O)NC(C)C(=O)Nc2ccc3c(c2)OCO3)cc1 (configuration not stated)	0.9	65	-5%	9%	-8%	i	1.9	-2.9%	7%	-1%	0%
COc1nc(NCc2cccnc2)nc(NC2CCCCC2)n1	1.2	80	-2%	-15%	4%	i	0.3	1.3%	14%	8%	10%
O=C(Oc1cccc2cccnc12)c1cccc(N2C(=O)C3C4CCC(C4)C3C2=O)c1 (configuration not stated)	0.4	33	-3%	-1%	-3%	nt	nt	1.1%	nt	0%	12%
CCOc1cc(CN2CCN(c3cccc(C(F)(F)F)c3)CC2)ccc1OC	1.1	59	-2%	0%	2%	i	0.7	3.6%	13%	-1%	6%
COc1ccc(NC(=O)CN2CCc3ccccc3C2)c([N+](=O)[O-])c1	3.9	42	-2%	-6%	-4%	i	0.0	-3.5%	12%	-31%	-1%
COc1cccc(C2CCCN2Cc2nc(CC3CC3)no2)c1 (configuration not stated)	-0.3	94	0%	0%	5%	i	0.5	1.9%	-1%	6%	1%
O=C(Nc1ccc(Br)c(Cl)c1)C1CC1	0.1	73	-8%	-16%	-2%	i	0.5	0.3%	9%	1%	10%
C=C(C)COc1ccc(-c2ncncc2-c2ccccc2)c(O)c1	4.4	75	-4%	-4%	12%	i	0.2	-1.4%	11%	0%	-1%
Cc1nnc(SCC(=O)Nc2ccc3c(c2)OCO3)[nH]c1=O	1.8	80	-4%	1%	-1%	i	0.3	-0.8%	8%	11%	-13%
CSc1ccccc1-n1nnnc1SCc1ccccc1	-1.6	79	-8%	7%	1%	i	2.0	-0.8%	-6%	-2%	-5%
CC(C)NC(=O)CC1Nc2c3ccccc3nc(=S)n2C1=O (configuration not stated)	0.2	86	-1%	-11%	1%	i	0.9	-2.4%	7%	-2%	-7%
OCCC1CN(Cc2ccc(-n3cccn3)cc2)CCN1Cc1ccccc1 (configuration not stated)	1.0	75	-10%	-9%	-1%	i	0.3	-0.7%	3%	11%	1%
Cc1ccc(C(C(=O)NC(C)(C)C)N(CCCN2CCOCC2)C(=O)c2ccc(-c3ccccc3)[nH]2)o1 (configuration not stated)	-0.6	56	8%	9%	3%	i	0.1	-1.7%	4%	4%	5%
O=c1nc(N2CCCC2)nc(N2CCCC2)[nH]1	0.5	66	-7%	-1%	12%	i	0.3	0.2%	8%	-3%	6%
Cc1ccc(C)c(-c2cc(C(=O)NN3CCOCC3)c3ccccc3n2)c1	-1.6	56	-4%	-6%	1%	i	0.5	-0.3%	4%	2%	8%
O=C(/C=C/c1ccco1)NC(=S)Nc1cc(C(F)(F)F)ccc1N1CCOCC1	4.3	71	7%	-6%	25%	i	1.0	53%	11%	6%	-5%
O=C(NCc1ccccc1)N1CCC(c2nc3ccccc3[nH]2)CC1	-1.7	57	-1%	-2%	-2%	i	6.9	1.9%	11%	2%	12%
C=CCc1cc(Cl)ccc1OCCNCCOC	-0.6	71	-8%	-9%	0%	i	0.3	-2.3%	11%	-14%	12%
O=c1c2c3c(sc2nc(N2CCNCC2)n1-c1cccc(Cl)c1)CCCCC3	4.1	44	-3%	2%	-2%	nt	nt	-1.4%	nt	17%	-6%
CC1(C)Oc2ccc3ccc(=O)oc3c2C(/C=N/O)=C1Cl	-0.5	56	-7%	-2%	3%	i	0.6	1.5%	0%	-10%	2%
Cc1cc(C(=O)NC(C)CCc2ccccc2)ccc1[N+](=O)[O-] (configuration not stated)	0.2	56	-8%	3%	2%	i	0.8	-1.1%	13%	1%	-5%
Cc1cccnc1NC(=O)C(C)Oc1ccccc1 (configuration not stated)	0.6	46	-6%	18%	2%	i	1.4	-2.8%	11%	2%	-14%
O=C(c1ccccc1)N(Cc1nc2ccccc2c(=O)[nH]1)C1CCCCC1	0.2	42	-6%	6%	2%	i	0.3	-0.3%	3%	4%	-10%
c1ccc(NC2=NCCCCS2)cc1	-1.0	71	1%	7%	-2%	i	0.7	1.0%	11%	3%	7%
C/C(O)=C(/C=Nc1ccccc1)C(=O)Nc1ccccc1	-1.6	31	-2%	-1%	7%	i	0.8	2.9%	8%	16%	1%
O=C(COC(=O)c1ccc(S(=O)(=O)N2CCOCC2)cc1)Nc1nc(-c2ccccc2)cs1	-0.2	39	2%	0%	-1%	i	0.5	-0.1%	13%	-13%	4%
CCc1n[nH]c(=S)n1/N=C/c1ccccn1	3.4	62	-8%	12%	3%	i	0.2	2.2%	15%	1%	1%
Cc1nnc2ccc(-c3cccc(NS(C)(=O)=O)c3)nn12	-1.0	76	-9%	-2%	37%	i	0.6	-0.8%	5%	-6%	-6%
COc1cnc(-c2ccccc2)nc1OC	3.4	34	-1%	0%	1%	i	0.4	-0.5%	2%	12%	2%
O=C1NC2=C(C(=O)CCC2)C(c2ccccc2[N+](=O)[O-])N1 (configuration not stated)	0.6	47	-8%	-1%	5%	i	0.3	8.2%	6%	10%	-7%
Cc1ccc(Cn2c(C(CO)Nc3nc(-c4ccc(Cl)c([N+](=O)[O-])c4)cs3)nc3ccccc32)cc1 (configuration not stated)	12	103	nt	nt	nt	i	2.4	nt	8%	nt	6%
CCC(CC)NC(=O)c1oc2ccccc2c1COc1ccccc1	1.6	43	-4%	-6%	-2%	i	1.1	-2.6%	0%	16%	-10%
O=C(c1cccc(S(=O)(=O)N2CCCCC2)c1)N1CCOCC1	3.6	37	-5%	0%	-3%	i	1.0	1.5%	-1%	-7%	-4%
Cc1cc(C(=O)CN2C(=O)NC3(CCCCC3)C2=O)c(C)n1-c1ccc2c(c1)OCO2	4.6	37	7%	4%	0%	i	0.2	-0.6%	8%	-5%	15%
Cc1ccc2oc(C(=O)N(Cc3ccc(N(C)C)cc3)C3CCS(=O)(=O)C3)c(C)c2c1 (configuration not stated)	7.4	51	-8%	-10%	0%	i	0.4	-2.0%	7%	11%	1%
Cc1nc(CSc2n[nH]c(=O)n2-c2ccccc2)cs1	-1.0	56	-4%	20%	5%	i	0.6	-1.5%	6%	-2%	-8%
COc1ccc(-c2nc(CS(=O)CC(=O)NCc3ccco3)c(C)o2)cc1 (configuration not stated)	-2.0	62	0%	6%	-3%	i	3.2	1.2%	5%	2%	-1%
O=C(CN1C(=O)NC2(CCCC2)C1=O)Nc1ccccc1C(F)(F)F	0.1	37	-11%	4%	1%	i	0.3	2.3%	5%	4%	2%
COc1ccc(C2=NN(C(=O)CSc3cn(C)c4ccccc34)C(c3ccc(OC)cc3)C2)cc1 (configuration not stated)	0.3	124	5%	-3%	1%	i	10	1.2%	9%	15%	-2%
O=C(N/N=C/c1cccc([N+](=O)[O-])c1)c1ccc2c(c1)OCCO2	-1.4	69	-1%	5%	0%	i	0.9	-2.5%	-3%	6%	28%
CC1(C)CC(=O)C(C(=S)Nc2ccccc2)=C(NCCN2CCOCC2)C1	3.6	79	-4%	13%	-3%	i	1.5	1.0%	15%	20%	-5%
Cc1cccc(-n2ncc(C#N)c2N)c1	-0.2	45	-1%	6%	-1%	i	0.9	1.5%	-4%	3%	3%
COc1ccc(S(=O)(=O)N2CCCC(C(=O)NCCN3CCOCC3)C2)cc1C (configuration not stated)	-0.7	50	-9%	6%	-5%	i	0.7	0.2%	9%	-6%	0%
Cc1ccc(S(=O)(=O)NCC(=O)NCc2cc(=O)n(C)c(=O)n2C)cc1	0.0	61	-14%	3%	-2%	i	0.0	-1.0%	-34%	-3%	5%
Cn1cc([N+](=O)[O-])c(C(=O)N/N=C/c2cc3c(cc2Br)OCO3)n1	-1.3	62	-4%	-2%	-3%	i	1.0	0.3%	-6%	2%	4%
COc1cc(/C(C)=N/NC(=O)Cc2c(C)[nH][nH]c2=O)ccc1O	-1.6	44	3%	-8%	0%	i	0.6	3.7%	70µM*	-2%	4%
